Bioassay records: PubChem BioAssay, National Center for Advancing Translational Sciences (NCATS)
S3 lipid droplet: qHTS Assay for Lipid Storage Modulators in Drosophila S3 Cells. Drosophila S3 cells, BODIPY lipid droplet fluorescence, 18-24 h; cells fed with added oleic acid. lipid storage change, negative = inhibition, % at the top dose, mostly 46.1 µM; hits show Potency in µM. hit rate 0.64% among 320,000; active = well fitted inhibition curve with a large enough effect in the signal ratio, with a control signal flat, not every such curve was filed as active; inconclusive = small, poorly fitted or top-dose-only effect, or effect the other way, or a change in a side signal; the % refers to the signal ratio
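Laser-scanning cytometry quantifies lipid droplet accumulation (500–530 nm total intensity; droplet/cell object ratio) in oleic acid-fed (400 uM added) Drosophila S3 cells treated with a concentration series. 20 uM Triacsin C defined 100% inhibition.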
S3 lipid droplet cell count max: further read-out of S3 lipid droplet, marked with its call; cell number change, %; measured here: cell count max response;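 cells counted by Cell Tracker Red CMTPX staining in the red channel; peak over a dose series mostly up to 46.1 µM; percent activity relative to internal control wells on each plate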
The depositor's hits bear a star; i = inactive; ? = inconclusive; . = not tested or not shown. % is set by controls: 0 for no effect and ±100 for the full control effect; potency is the fitted concentration of half-maximal effect. This is a subset, so the mix of outcomes need not match the whole.

canonical_smiles | S3 lipid droplet | S3 lipid droplet cell count max
O=C(CNc1ccccc1)N/N=C/c1cn(-c2ccccc2)nc1-c1ccccc1 | ? | .
CCOc1ccc(-c2cc(CCCC(=O)NCc3cccnc3)no2)cc1 | 20.5% | 3.3
Cc1ccc(C#N)c(SCc2ccccc2F)n1 | ? | .
O=C(N/N=C\c1ccc(COc2ccc([N+](=O)[O-])cc2)o1)c1cccc(Cl)c1 | ? | .
CCCCSc1nc2c(cnn2-c2ccccc2)c(=O)n1N | -9.9% | 1.9
Clc1ccc(C2=Nn3c(nnc3-c3cc(-c4ccccc4)n[nH]3)SC2)cc1 | ? | .
Cc1ccc(CCNC(=O)C2CCCN(S(=O)(=O)c3cccs3)C2)cc1 (stereo not drawn) | i | .
CCOC(=O)c1nnc(-c2ccccc2)nc1N1CCSCC1 | -18.2% | -1.1

Further structures
canonical_smiles | S3 lipid droplet | S3 lipid droplet cell count max
O=C(O)CN=C1CC(c2ccccc2)CC(=O)/C1=C(/O)CCCN1C(=O)c2ccccc2C1=O (stereo not drawn) | 1.6% | 10.8
CC(C)n1c(SCC(=O)Nc2ccc(N3CCOCC3)cc2)nnc1-c1ccco1 | ? | .
C=CCNC(=O)C1CC1(c1ccccc1)c1ccccc1 (stereo not drawn) | -21.6% | -4.8
CCC(C)Sc1cccc(-c2nc3cc(C)ccn3c2NCc2ccccc2)c1 (stereo not drawn) | ? | .
CN(C)/C(=N\S(=O)(=O)c1ccccc1)c1ccc(F)cc1 | ? | .
O=C(NCc1ccco1)c1cc([N+](=O)[O-])ccc1N1CCCCC1 | 13.7% | 26.2
O=[N+]([O-])c1cccc(N=NN(CCO)c2cccc([N+](=O)[O-])c2)c1 | ? | .
O=C1CCCC2=C1C(c1cccs1)n1ncnc1N2 (stereo not drawn) | -6.4% | 9.5

(continued)
canonical_smiles | S3 lipid droplet | S3 lipid droplet cell count max
COc1ccc2nc(NC(=O)C3=NN(c4ccccc4)C(=O)CC3)sc2c1 | ? | .
Cc1ccc(C)c(CN2CCCNC2=O)c1 | ? | .
O=C1N(Cc2cccnc2)C[C@@H]2C[C@@H](c3ccccc3C(F)(F)F)N3CCC[C@@]123 | 12.6% | 2.8
N#Cc1cc(N2CCOCC2)nc2ccccc12 | ? | .
O=C(COC(=O)c1cc([N+](=O)[O-])ccc1N1CCOCC1)Nc1ncc(Cl)cc1Cl | ? | .
CC(NC(=O)/C=C/c1ccc(Br)cc1)c1ccccc1 (stereo not drawn) | -4.2% | -2.2
Nc1c(N(Cc2ccccc2)C(=O)COc2ccc(F)cc2)c(=O)[nH]c(=O)n1Cc1ccccc1 | ? | .
NCCCNC(=O)c1cc2ccccc2[nH]1 | ? | .

More compounds follow.
canonical_smiles | S3 lipid droplet | S3 lipid droplet cell count max
COc1ccc(-n2nc3c(c2NC(=O)CCCCl)CSC3)cc1 | ? | .
O=C(Oc1cc(-c2ccccc2)no1)c1ccc(Cl)cc1 | ? | .
Cc1cccc(N(C)C(=O)c2cc3c(=O)[nH]c4ccc(C)cc4c3s2)c1 | 18.3% | 10.8
NS(=O)(=O)c1ccc(CCNC(=O)CN2CCCCC2)cc1 | ? | .
O=C(Nc1ccccc1F)c1ccc2c(c1)CCN2S(=O)(=O)c1ccccc1 | ? | .
Cc1ccc(NC(=O)CN(C)C(=O)Cn2cc(C(F)(F)F)ccc2=O)cc1 | 15.1% | 4.9
CCOC(=O)c1ccc(NC(=O)C2C3CCCCC32)cc1 (stereo not drawn) | ? | .
COC(=O)[C@@H](NC(=O)NC1CCN(Cc2ccccc2)CC1)C(C)C | 15.2% | 0.1

Later entries.
canonical_smiles | S3 lipid droplet | S3 lipid droplet cell count max
C=CCn1c(SCc2nnc(-c3ccccc3)o2)nnc1C(O)c1ccccc1 (stereo not drawn) | ? | .
O=c1c(Cc2c(F)cccc2Cl)c(O)ccn1CCc1c[nH]c2ccccc12 | ? | .
Clc1ccccc1Cn1c(/C=C/c2ccco2)nc2ccccc21 | ? | .
Cc1cnc(NC(=O)/C=C/c2ccc(Br)o2)s1 | 7.6% | 6.1
CCOC(=O)N1CCC(NCCNC(=O)c2ccccc2Cl)CC1 | 11.7% | 28.9
CCCC(CCC(=O)Nc1ccc(S(N)(=O)=O)cc1)C(=O)O (stereo not drawn) | ? | .
CCOC(=O)Nc1cccc(C(=O)O)c1 | -5.8% | -2.1
CN(c1cccc(NC(=O)c2cccc([N+](=O)[O-])c2)c1)S(C)(=O)=O | ? | .

Remaining list, next part
canonical_smiles | S3 lipid droplet | S3 lipid droplet cell count max
Cc1nnc(SCC2=C(C(=O)O)N3C(=O)C(NC(=O)COc4ccc(F)cc4)C3SC2)s1 (stereo not drawn) | ? | .
Cc1nn2c(N3CCOCC3)c3c(nc2c1-c1ccccc1)CCCC3 | i | .
COc1ccc(Nc2ncnc3c2c(C)c(C)n3CCO)cc1 | i | -7.0
O=C(COc1ccccc1)N/N=C/c1ccc2c(c1)OCO2 | ? | .
CN1CCN(S(=O)(=O)c2ccc3c(c2)C(C)(C)C(=O)N3C)CC1 | ? | .
COc1cccc(NC(=O)CNC(=O)[C@@H]2Cc3ccccc3CN2C(=O)OC(C)(C)C)c1 | ? | .
CCOc1ccc(S(=O)(=O)N2CCN(C(=S)NCC3CCCO3)CC2)cc1 (stereo not drawn) | i | .
COc1ccc(OC)c(-n2c(CN3CCC(C(N)=O)CC3)nc3ccccc3c2=O)c1 | i | -19.2

Continuation.
canonical_smiles | S3 lipid droplet | S3 lipid droplet cell count max
CCCCn1c(=O)[nH]c(=O)c2c1nc(CN(C)Cc1cccc(OC)c1OC)n2CCC | 5.6% | 4.0
CCOc1ccc(N2C(=O)C(CC(=O)Nc3ccccc3)N(Cc3ccccn3)C2=S)cc1 (stereo not drawn) | -6.0% | -12.4
CCOc1ccc(/C=N/n2nnnc2N)cc1OCC | i | 0.7
COc1cc(NC(=O)c2cccc(C)c2)c(OC)cc1NC(=O)CN1CCOCC1 | ? | .
CC(=O)Nc1ccc(-c2cc(N)n(-c3ccccc3)n2)cc1 | 18.5% | -7.7
O=C(N=C1SC2CS(=O)(=O)CC2N1c1ccccc1F)C1CCCCC1 (stereo not drawn) | i | -17.2
CCCCNC(=O)Cn1nc(Cc2ccncc2)c2ccccc2c1=O | 9.1% | -2.9
O=C(CN1CCC(C(=O)c2ccc3c(c2)OCCO3)CC1)NCc1ccc(F)cc1 | ? | .

Other structures:
canonical_smiles | S3 lipid droplet | S3 lipid droplet cell count max
Cc1ccc(S(=O)(=O)N2CCC(C(N)=O)CC2)cc1C(=O)NC1CCCCC1 | -23.1% | 8.4
Cc1ccc(/C=N/n2c(C)cc(C)c(C#N)c2=O)o1 | 18.9% | .
Cc1cc(O)c(/C=N/Nc2ccc(F)cc2)c(=O)o1 | ? | .
COc1ccccc1NC(=O)Nc1nc(CC(=O)Nc2cccc(F)c2)cs1 | ? | .
CN1CCCC1CCNc1ccc2c(=O)c3ccccc3oc2c1 (stereo not drawn) | -7.2% | -10.5
Cc1c(Cl)cccc1NC(=S)NC1CCCC1 | ? | .
CCOC(=O)c1c(NC(=O)CSc2nnc(-c3ccccc3)n2CC)sc(C(C)=O)c1C | ? | .
Oc1ccc(Br)cc1C=Nc1cccn2cc(-c3ccccc3)nc12 | -4.3% | -15.3

Other entries
canonical_smiles | S3 lipid droplet | S3 lipid droplet cell count max
Clc1ccc(Cn2cc(Br)cn2)cc1Cl | ? | .
COc1cccc(CNC(=O)C(=O)NCC2CCCN2S(=O)(=O)c2cc(C)ccc2C)c1 (stereo not drawn) | ? | .
CCCSc1nc(-n2ncc(C#N)c2N)c2c3c(sc2n1)CCC(C)C3 (stereo not drawn) | ? | .
CN1CCN(C(=O)CSc2nc(-c3cccs3)cc(-c3cccs3)c2C#N)CC1 | ? | .
Fc1ccc(C2=CC(c3cccs3)n3nnnc3N2)cc1 (stereo not drawn) | i | .
COc1ccccc1NC(=O)N1CCC(NC(=O)C2CCCCC2)CC1 | 24.5% | 7.1
CCCC(=O)Nc1ccccc1NC(=O)CN(C)S(=O)(=O)c1ccccc1 | ? | .
COC(=O)[C@H](Cc1ccccc1)NC(=O)[C@@H](N)CC(=O)OCc1ccccc1 | ? | .

The list goes on.
canonical_smiles | S3 lipid droplet | S3 lipid droplet cell count max
COc1ccc(NC(=O)NCCCN2CCN(c3cc(C)ccc3C)CC2)cc1 | ? | .
Cc1ccc(OCC(=O)Nc2ccc(S(=O)(=O)N3CCN(C)CC3)cc2)cc1 | -1.4% | 2.9
Cc1ccc(S(=O)(=O)NC(=O)c2cc(C)n(CCCn3ccnc3)c2C)cc1 | -0.9% | 2.8
Cc1ccc(CNC(=O)COC(=O)c2ccc(S(=O)(=O)N(C)C)cc2)cc1 | ? | .
CCOc1ccc(NS(=O)(=O)c2coc(C(N)=O)c2)cc1 | ? | .
C/C(=N/Oc1nc(C)cc(C)n1)c1ccc(Cl)cc1Cl | 3.5% | -7.5
Clc1nnc(Cl)c2c1ncn2Cc1ccccc1 | -12.1% | 6.1
O=C(COc1cc2oc(=O)c3c(c2cc1Cl)CCC3)NCCN1CCOCC1 | ? | .

Further entries follow.
canonical_smiles | S3 lipid droplet | S3 lipid droplet cell count max
O=C(COc1ccccc1)NC(=S)Nc1cccc2cc(O)ccc12 | ? | .
COc1ccc(C2=NOC(C(=O)NCc3cccnc3)C2)cc1OC (stereo not drawn) | i | .
C[C@H](NC(=O)c1nc[nH]c1C(=O)N[C@@H](Cc1ccccc1)C(=O)OC(C)(C)C)C(=O)OC(C)(C)C | 16.0% | 1.8
CCN(CC)S(=O)(=O)c1ccc(NC(=O)CSc2ncnc3ccccc23)cc1 | ? | .
O=C(CN(C(=O)CSc1nnc(COc2ccccc2)o1)c1ccc(F)cc1)NC1CCCCC1 | ? | .
CCN(CC)C(=O)CN1C(=O)COCC1=O | ? | .
CC#CC(=O)N1CCC(Oc2cccc(C(=O)NCc3ccccn3)c2)CC1 | 14.4% | -6.7
O=[N+]([O-])c1cc(/C=N\Nc2nc(-c3ccccc3)cs2)ccc1O | -4.3% | -17.0

Next compounds follow:
canonical_smiles | S3 lipid droplet | S3 lipid droplet cell count max
Cc1ccc(NC(=O)c2ccccc2NS(=O)(=O)c2ccc(Cl)s2)cc1S(=O)(=O)N1CCOCC1 | 9.8% | 11.6
O=C(NCc1ccc(Cl)cc1)C1C2C=CC3(CN(Cc4cccnc4)C(=O)C13)O2 (stereo not drawn) | 4.3% | 3.3
O=C(CCC(F)(F)F)N1CCC(CO)(CCc2ccccc2)CC1 | 6.3% | 2.6
Cc1cc(Br)ccc1NC(=O)c1sc2ncnc(N3CCN(c4ccccn4)CC3)c2c1C | ? | .
CC1CCN(c2cc(C#N)c(C#N)cc2[N+](=O)[O-])CC1 | 23.1µM* | 0.3*
Cc1ccc(C)c(N2CCN(S(=O)(=O)c3csc(C(N)=O)c3)CC2)c1 | -8.4% | -10.0
COc1ccccc1CCNC(=O)CSc1ccc(-c2cccs2)nn1 | 4.9% | 8.9
Cc1nn(C)c(C)c1C(C)NC(=O)c1cc(COc2ccc(F)c(F)c2)on1 (stereo not drawn) | ? | .

4 entries picked at random from those above, as already listed:
canonical_smiles | S3 lipid droplet | S3 lipid droplet cell count max
Cc1cc(Br)ccc1NC(=O)c1sc2ncnc(N3CCN(c4ccccn4)CC3)c2c1C | ? | .
O=C(NCc1ccc(Cl)cc1)C1C2C=CC3(CN(Cc4cccnc4)C(=O)C13)O2 (stereo not drawn) | 4.3% | 3.3
CC1CCN(c2cc(C#N)c(C#N)cc2[N+](=O)[O-])CC1 | 23.1µM* | 0.3*
Cc1ccc(NC(=O)c2ccccc2NS(=O)(=O)c2ccc(Cl)s2)cc1S(=O)(=O)N1CCOCC1 | 9.8% | 11.6

The results go on:
canonical_smiles | S3 lipid droplet | S3 lipid droplet cell count max
CCOC(=O)Nc1ccc2c(c1)N(C(=O)CCN(C)C)c1ccccc1S2 | -21.8% | -28.4
CCOc1cccc2cc(-c3csc(NC(=O)CCC(=O)NCCN4CCCCC4C)n3)c(=O)oc12 (stereo not drawn) | 4.1% | -2.6
CCOC(=O)Cn1cnc2scc(-c3ccc(C)c(C)c3)c2c1=O | i | 4.4
O=S(=O)(Nc1cccc(-c2nc3cccnc3s2)c1)c1ccc2c(c1)OCCO2 | ? | .
C=CCN1C(=O)C2(C(C#N)=C(N)Oc3n[nH]c(CCC)c32)c2ccccc21 (stereo not drawn) | i | -4.5
O=C(COc1ccc2ccccc2c1)N1CCN(C(=O)c2ccc([N+](=O)[O-])cc2)CC1 | ? | .
CC(C)(C)c1ccc(C(=O)N2CCN(C(=O)c3ccco3)CC2)cc1 | ? | .
CCNC(=O)c1ccc2c(c1)S(=O)(=O)c1ccccc1C2=O | 29.0% | 10.7

Additional results follow:
canonical_smiles | S3 lipid droplet | S3 lipid droplet cell count max
CCN(CC)c1ccc(CNc2nnnn2C)cc1 | i | -3.1
Cc1[nH]c2ccccc2c1C(=O)Cn1c(=O)oc2ccccc21 | ? | .
Cc1cc(C)c(C#N)c(Oc2ccccc2Br)n1 | ? | .
CCOC(=O)C(C(=O)N1CCOCC1)C1CCCCC1 (stereo not drawn) | ? | .
CCC(=O)N1N=C(c2cccs2)CC1c1ccco1 (stereo not drawn) | 20.5% | -1.9
CCn1c(SCC(=O)NC)nnc1C(C)C | 0.4% | 4.8
N#Cc1nc(Cc2ccccc2)oc1NCc1ccccc1Cl | ? | .
Cc1ccc2nc(-c3ccccc3)c(CN3CCSCC3)n2c1 | ? | .
O=C(NNC(=S)NCc1ccco1)c1ccc(S(=O)(=O)N2CCOCC2)cc1 | -16.7% | -7.9
CCc1cc(C(=O)NNC(=S)NC2CCCCC2)cs1 | ? | .
NC(=O)C(=O)NCCCN1CCOCC1 | -6.7% | -13.1
